Screening results from PubChem.
14-3-3g Raf = modulators of 14-3-3 gamma protein binding, primary screen, biochemical, fluorescence polarization | 14-3-3 protein gamma (Homo sapiens), P61981 | FP, 14-3-3gamma / TMR-pS259-Raf peptide binding | inhibition, % at 40 µM | 0.19% of 160,000 active | AID 422, 2006; in the data active means inhibition above about 30%;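 further: 0% = protein plus tracer without compound and 100% = blank with tracer alone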
Target sequence (P61981 whole entry, looked up): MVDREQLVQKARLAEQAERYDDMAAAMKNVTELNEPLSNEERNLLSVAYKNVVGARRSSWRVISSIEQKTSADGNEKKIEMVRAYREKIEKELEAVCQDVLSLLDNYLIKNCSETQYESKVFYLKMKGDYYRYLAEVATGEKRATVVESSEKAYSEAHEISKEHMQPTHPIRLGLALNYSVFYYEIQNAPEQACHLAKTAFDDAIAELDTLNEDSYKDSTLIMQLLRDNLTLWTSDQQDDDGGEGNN
Active calls of the source: *; & = joins results of further samples. This is a subset; count on the stated rates, not on these rows.

SMILES	14-3-3g Raf
CCOC(=O)c1c(C)n(S(=O)(=O)c2ccc(C)cc2)c2ccc(NS(=O)(=O)c3ccc(C)cc3)cc12	-34.7
O=[N+]([O-])c1ccc(-c2nc(-c3ccc(F)cc3)c(-c3ccncc3)[nH]2)cc1	-9.6
O=C(O)c1cccc2[nH]c(C(F)(F)F)nc12	-9.2
COc1ccc2c(c1)SC1=NS(=O)(=O)CCN12	-6.9
COC(=O)CN1C(=O)C2(OCCCO2)c2ccccc21	-2.2
COc1ccc(C(=O)Nc2cccc(-c3nc4ccccc4[nH]3)c2)c(OC)c1	0.0
CC(NC(=O)CCS(=O)(=O)Cc1ccccc1F)c1ccccc1 (stereo not given)	4.0
CCS(=O)(=O)N1CCC(NC(=O)c2ccco2)CC1	-6.3
O=C1CC(c2ccc(Cl)cc2)CC2=C1C(c1ccccc1F)Nc1ccccc1N2 (stereo not given)	-8.2
COc1ccc2c(c1)c(=O)c1ccccc1n2CC(=O)Nc1ccc(Cl)cc1	-2.6
Cc1nn(C(C)(C)C)c(OC(=O)c2ccc(F)cc2)c1S(=O)(=O)c1ccccc1	-0.1
COc1cc(C2C3=C(CCCC3=O)N(CC(=O)O)C3=C2C(=O)CCC3)cc(Br)c1OC	-6.7
CCC(=O)N1CCc2cc(Br)cc(S(=O)(=O)N3CCCC(C(=O)Nc4cc(Cl)ccc4C)C3)c21 (stereo not given)	-13.3
Cc1ccc(-c2cc(C(=O)Nc3c(C)n(C)n(-c4ccccc4)c3=O)[nH]n2)c(O)c1	-1.1
Cc1cc(C)c(C(=O)CSc2ncn[nH]2)c(C)c1	-14.0
CC(C)N1C(=O)CCC1C(=O)N1CCN(c2ccccn2)CC1 (stereo not given)	-8.8&-10.8
O=C(O)c1ccc(N2C(=O)C3C4c5ccccc5C(c5ccccc54)C3C2=O)cc1Cl (stereo not given)	-4.2
CCOC(=O)Cc1ccc(N(Cc2ccc(Cl)cc2)S(=O)(=O)c2ccc3c(c2)OCCO3)cc1	-7.8
CCOC(=O)C1=C(N)OC2=C(C(=O)CCC2)C1c1ccco1 (stereo not given)	-4.1
Cc1ccc2c(c1)c(=O)c1ccccc1n2CC(=O)Nc1cccc(Cl)c1	-8.7
CC(C)c1ccc(NC(=O)C2c3ccccc3C(=O)N(C)C2c2cccs2)cc1 (stereo not given)	2.0
COc1cc(C)c(C(C)C)cc1S(=O)(=O)n1ccnc1C	-2.6
COc1ccc(NC(=O)N2c3cc(C)c(C)cc3C(C)=CC2(C)C)cc1OC	-9.5
CC(O)C(NCCC(=O)c1ccc(Cl)cc1)C(=O)O (stereo not given)	-0.5

Random excerpt: three records from the list, in no set order.
SMILES	14-3-3g Raf
COc1ccc(NC(=O)N2c3cc(C)c(C)cc3C(C)=CC2(C)C)cc1OC	-9.5
O=C(O)c1ccc(N2C(=O)C3C4c5ccccc5C(c5ccccc54)C3C2=O)cc1Cl (stereo not given)	-4.2
COc1cc(C)c(C(C)C)cc1S(=O)(=O)n1ccnc1C	-2.6

(continued)
SMILES	14-3-3g Raf
CN(CC(=O)O)S(=O)(=O)c1cccs1	-4.7
CCc1ccccc1OCCCCN1CCCC1	2.9
C=CCn1c(-c2c[nH]c3ccccc23)n[nH]c1=S	-9.6
Nc1ncnc2nc(CO)[nH]c12	-4.3
O=C(CCCOc1ccccc1)N1CCc2ccccc2C1	-10.2
OC1(c2cccc(C(F)(F)F)c2)CCN(c2ncnc3c2[nH]c2ccccc23)CC1	0.5
CC(Cl)=CCN1C(=O)C(=O)c2cc(C)ccc21	0.9
CCOC(=O)N1CCN(C(=O)c2ccc(N3CCCC3=O)cc2)CC1	4.2
CCN(C1=C(Cl)C(=O)N(c2cccc(C(F)(F)F)c2)C1=O)c1ccccc1	-11.2
O=C(CSC1=NCCS1)N1CCCC1	-7.3
COc1ccc(CCNC(=O)c2oc3ccc(S(=O)(=O)N4CCOCC4)cc3c2C)cc1OC	3.2
Cc1ccc(-c2ccc(=O)n(CC(=O)NCCN3C(C)CCCC3C)n2)cc1 (stereo not given)	1.2&-2.2
O=C(c1ccccc1[N+](=O)[O-])N1CCN(S(=O)(=O)c2ccc(Cl)cc2)CC1	3.4
COc1ccccc1CNC(=O)CCCNS(=O)(=O)c1cccc2nsnc12	-6.8
Cc1ccccc1-n1nc(-c2ccc(N)cc2)cc1N	-18.4
O=C(NCCc1ccccc1)c1cc(S(=O)(=O)N2CCCCC2)ccc1F	-11.2
O=C(Nc1nnc(Cc2ccccc2)s1)c1ccccc1I	0.9
CC(=O)OC12CC3CC(C1)C(=NO)C(C3)C2	-3.5
COc1ccc(NC(=O)C2CC(=O)N(CCc3ccc(F)cc3)C(=Nc3ccccc3F)S2)cc1 (stereo not given)	-0.1
c1ccc2c(NC3C4CC5CC(C4)CC3C5)nc(N3CCOCC3)nc2c1 (stereo not given)	0.6
C=CCOC(=O)C1=C(C)NC(C)=C(C(=O)OCC=C)C1c1ccccc1F	-5.7
c1ccc(CCNc2ncnc3c2nnn3Cc2ccccc2)cc1	-11.6
CCc1cc2c(N3CCCCC3)ncnc2s1	-4.3
CN(C)c1ccc(NC(=O)CN2CCN(CC(=O)Nc3ccc(Cl)cc3)CC2)cc1	-6.8
O=C(NC1CCCCC1)C1CCN(c2cnccn2)CC1	-8.1
CC1CCc2c(sc(NC(=O)COc3ccc(C(C)C)cc3)c2C(N)=O)C1 (stereo not given)	-6.2
O=C(Nc1c2c(nn1-c1ccc(F)cc1)CSC2)c1cccs1	-3.4
CC12CC(NC(=O)N1c1cccc(C(F)(F)F)c1)c1ccccc1O2 (stereo not given)	3.1
CCOC(=O)c1ccc2c(c1)C(=O)N(c1cc(C)ccc1C)C2=O	3.9
CCOC(=O)CSc1nnc(-c2ccc(OC)cc2)n1CC	-3.9
O=C(c1ccco1)N1CCN(Cc2cccc(F)c2)CC1	-14.9
CCOc1ccc(S(=O)(=O)N2CCN(C(c3ccccc3)c3ccccc3)CC2)c2ccccc12	-8.1
CC(C)(C)c1ccccc1Oc1ccccc1N	3.8
CCOC(=O)c1c(CN(C)C)oc2ccc(O)cc12	1.1
CCc1ccc(C2=CC(c3ccc(OC)c(OC)c3OC)n3ncnc3N2)cc1 (stereo not given)	-5.1
Cc1ccccc1-n1nc2c(c1NC(=O)c1cc(Cl)ccc1[N+](=O)[O-])CSC2	-0.1
COc1ccc(N2CCN(c3ncnc4sc(C(=O)N5CCCCC5)c(C)c34)CC2)cc1	-36.5
O=C1C(=O)N(Cc2cccnc2)C(c2ccccc2Cl)/C1=C(\O)c1ccc(Cl)cc1 (stereo not given)	1.5
CC12CCC(C(=O)NC3CCCC3)(CC1=O)C2(C)C (stereo not given)	1.1
O=c1[nH]c(SCCO)nc2sc3c(c12)CCCC3	-2.0
Cc1cc(C)n(-c2ccc(C(=O)Nc3ccc4c(c3)OCCO4)cc2)n1	-7.0
COc1ccc(OC)c(-c2csc3nnc(SCC(=O)Nc4ccc(NC(C)=O)cc4)n23)c1	-2.1
COC(=O)c1cc2c(s1)-c1ccccc1OC2	-1.6
O=C(Nc1c2c(nn1-c1cccc(Cl)c1)CS(=O)(=O)C2)C1CCCC1	4.3
COc1cccc(NC(=O)N2CCCC2C(=O)NC2CC2)c1 (stereo not given)	-12.8
O=c1[nH]c(SCc2cccc(C(F)(F)F)c2)nc2c1cnn2-c1ccc(F)cc1	7.4
CC(C)C(=O)Nc1ccc(-c2csc(-c3ccccc3)n2)cc1	0.6
COC(=O)C1=C(C)N(C)C(C)=C(C(=O)OC)C1c1cccnc1	-4.5
Cc1nn(-c2ccccc2)c2c1C(=O)N(c1ccccc1)C(=O)C(C)(C)C2	0.4
Cc1nn(C(C)(C)C)c(OC(=O)C(C)(C)C)c1Sc1ccccc1	1.9
COc1ccc(C2N=C(c3ccccc3)C(C)(C)N2O)cc1OC (stereo not given)	-1.4
CNc1oc(-c2ccc(Cl)cc2)nc1P(=O)(c1ccccc1)c1ccccc1	-8.9
CC1CCN(S(=O)(=O)c2ccc3nc(-c4cccnc4)cc(C(=O)NC4CCCCC4C)c3c2)CC1 (stereo not given)	-27.5
O=C(c1cccc2cccc(O)c12)N1CCCCC1	8.3&0.6
COc1ccc(C(=O)NCC(=O)O)cc1	0.5
CCc1ccccc1NC(=O)CSc1ncn[nH]1	-6.1
CCC1Oc2ccc(C)cc2N(CC(=O)N(Cc2cccnc2)Cc2ccc(C)o2)C1=O (stereo not given)	0.1
COC(=O)c1ccccc1NC(=O)COc1cccc(C)c1C	-1.4
CCOc1ccccc1NC(=O)C1(S(=O)(=O)c2ccc(C)cc2)CC1	-6.6
COc1ccc(NC(=O)CCn2nc(-c3ccc(Cl)cc3)c3ccccc3c2=O)cc1	0.0

Later entries
SMILES	14-3-3g Raf
CC(=O)N1CCc2cc(Br)cc(S(=O)(=O)N(C)Cc3ccccc3)c21	-11.1
CC(Sc1nnnn1-c1ccccc1)C(=O)NC(c1ccccc1)c1ccccc1 (stereo not given)	12.9
COCCN1C(=O)c2ccccc2C(C(=O)Nc2ccccc2N2CCN(C)CC2)C1c1c[nH]c2ccccc12 (stereo not given)	-11.8
Cc1csc2ncc(C(=O)Nc3ccon3)c(=O)n12	5.2
CCC(C(=O)NC1CCCC(C)C1C)N1C(=O)COc2ccccc21 (stereo not given)	1.2
CCOC(=O)Nc1ccc2c(CN3C(=O)NC4(CCCC4)C3=O)cc(=O)oc2c1	-20.0
Cc1ccc(C(=O)Nc2c(C(N)=O)oc3ccccc23)cc1C	-6.6
Cc1cc(C)c(NC(=O)NC(=O)c2cccc(F)c2)c(C)n1	-0.8
COC1=CC(=O)OC12CCCCC2	-16.5
CCOC(=O)c1ccc(N2C(=S)NC3c4ccccc4OC2(C)C3C)cc1 (stereo not given)	-1.0
COc1ccc(NC(=O)CSc2nnc(-c3cccnc3)n2Cc2ccco2)c(OC)c1	-3.1
COc1ccc(C(C(=O)NC2CCCC2)N(C(=O)c2ccco2)c2ccc3c(c2)OCO3)cc1OC (stereo not given)	-9.2
O=C(CSc1nnc(-c2ccco2)n1CC1CCCO1)c1ccc(F)cc1 (stereo not given)	-5.5
CCOC(=O)c1c(-c2ccccc2)csc1NC(=O)C12CC3CCC1(C)C3(C)CO2 (stereo not given)	-1.6
Cc1sc2nc(-c3ccccc3Cl)n(CC(=O)Nc3ccc(N(C)C)cc3)c(=O)c2c1C	-5.0
CCOC(=O)N1CCC(Nc2ccc3nnc(-c4ccccc4)n3n2)CC1	-2.0
CCOC(=O)C1=CN(Cc2ccc(Cl)cc2)C=C(C(=O)OCC)C1c1ccc(Br)cc1	6.2
COc1ccc(Cn2c(SC)nc3c(sc4ccccc43)c2=O)cc1	-14.6
CC(=O)C1=C(O)C(=O)OC1c1ccccc1Cl (stereo not given)	-0.2
CC(C)Oc1ccc(C(Nc2ccccn2)c2ccc3cccnc3c2O)cc1 (stereo not given)	3.0
CCCc1oc2c(cc(NS(=O)(=O)c3ccc(Cl)c([N+](=O)[O-])c3)c3ccccc32)c1C(=O)OCC	-27.9
O=C(Cn1cccc1C(=O)c1ccccc1)NCCCN1CCOCC1	-4.8
Cc1ccc(C(O)(CN=Cc2ccccc2)c2ccc(C)cc2)cc1	6.6
CCOC(=O)c1cn(-c2ccccc2)nc1-c1ccncc1	-4.7
COc1ccccc1NC(=O)CSc1nccn1-c1cccc(C)c1	-8.7
CN1CCC(=C2c3ccccc3C=Cc3ccccc32)CC1	-3.9&-4.7
O=C(CSc1nc2c([nH]c3ccccc32)c(=O)n1-c1ccc([N+](=O)[O-])cc1)N1CCCCC1	-1.9
COc1ccc(OC)c(N(CC(=O)Nc2cccc(Cl)c2)S(=O)(=O)c2ccccc2)c1	-11.3
Cc1ccccc1C(=O)c1cccn1CC(=O)N1CCCCCC1	-10.7
O=C(NCCc1ccccc1)c1cc(=O)[nH]c2ccc(Br)cc12	-1.8
CCOc1ccccc1NC(=O)c1sc2nc(C)nc(N3CCC(C)CC3)c2c1C	-15.8
O=C(CCS(=O)(=O)c1cccc2nonc12)Nc1ccccc1F	-0.8
O=C(C1CCCC1)N(c1ccccc1)C1C=CS(=O)(=O)C1 (stereo not given)	-6.5
O=C(NCCO)c1cc2ccccc2cc1O	-0.3&-8.3
COc1ccc(NC2=C(N3CCCCC3)C(=O)c3ccccc3C2=O)cc1	0.3
O=C(CSc1nc2sc3c(c2c(=O)[nH]1)CCCC3)NCCCO	7.1

A second format for some results above.
14-3-3g Raf | smiles
-0.8 | O=C(CCS(=O)(=O)c1cccc2nonc12)Nc1ccccc1F
-6.5 | O=C(C1CCCC1)N(c1ccccc1)C1C=CS(=O)(=O)C1 (stereo not given)
-0.3&-8.3 | O=C(NCCO)c1cc2ccccc2cc1O

Gathered by group: the compounds so far containing a tert-butyl group (3)
SMILES	14-3-3g Raf
Cc1nn(C(C)(C)C)c(OC(=O)c2ccc(F)cc2)c1S(=O)(=O)c1ccccc1	-0.1
CC(C)(C)c1ccccc1Oc1ccccc1N	3.8
Cc1nn(C(C)(C)C)c(OC(=O)C(C)(C)C)c1Sc1ccccc1	1.9

Carrying on.
SMILES	14-3-3g Raf
Cc1ccc(C(=O)Nc2ccccc2Cl)cc1	-10.1
COc1ccc(CCC(=O)NCc2cn3ccsc3n2)cc1	-6.3
[N-]=[N+]=CC(=O)CC(c1ccccc1)N1C(=O)c2ccccc2C1=O (stereo not given)	18.8
CC1=C(C(=O)OCCOc2ccccc2)C(c2ccccc2Cl)C2=C(CCCC2=O)N1 (stereo not given)	-1.4
Fc1ccc(N2COc3cc4c(cc3C2)OCO4)cc1	-11.1
CN(C)c1ccc(C2C3=C(CC(C)(C)CC3=O)Nc3nc(SCc4ccc([N+](=O)[O-])cc4)[nH]c(=O)c32)cc1 (stereo not given)	1.9
O=C(Nc1ccc(N2CCN(C(=O)c3ccccc3)CC2)c(Cl)c1)c1ccc(Br)o1	3.0
Cc1onc(-c2ccccc2Cl)c1C(=O)Nc1ccc(C(C)(C)C)cc1	-5.1
COc1ccc(OC)c(C(c2nnnn2C2CCCC2)N2CCN(c3ccc(F)cc3)CC2)c1 (stereo not given)	-4.3
COc1ccc(C(=O)Cc2cc3cccc(OC)c3oc2=O)cc1	3.8
Nn1c(CN2CCCCC2)nc2ccccc2c1=O	-7.7
